OX1R antag-1: blocks the human orexin 1 receptor; O43613; CHO/OX1R cells, Fluo-8 calcium fluorescence, orexin A; inhibition, % at 5 µM; 330,000 compounds, 0.43% hits; AID 434989;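 active means inhibition above its plate's threshold, mean inhibition of all tested compounds on the plate plus 3 SD, cut at about 37% in these data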;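 further: 0% = orexin A challenge wells and 100% = SB-334867-A antagonist wells; not every result past the cut was called active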
Target sequence (O43613 whole entry, looked up): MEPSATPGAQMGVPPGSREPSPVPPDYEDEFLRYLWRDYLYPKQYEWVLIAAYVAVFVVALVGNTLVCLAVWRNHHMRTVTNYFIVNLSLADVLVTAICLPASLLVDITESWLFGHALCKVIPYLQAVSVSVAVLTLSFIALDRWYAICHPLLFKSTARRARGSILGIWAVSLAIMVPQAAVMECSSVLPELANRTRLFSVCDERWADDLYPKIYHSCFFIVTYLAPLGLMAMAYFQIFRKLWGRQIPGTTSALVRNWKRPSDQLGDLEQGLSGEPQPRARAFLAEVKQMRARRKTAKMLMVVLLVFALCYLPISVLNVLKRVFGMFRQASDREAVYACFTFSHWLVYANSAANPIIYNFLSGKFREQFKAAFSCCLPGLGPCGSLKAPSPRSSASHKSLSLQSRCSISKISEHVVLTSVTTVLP
OX1R antag-2: OX1R (human) antagonism. O43613. OX1R-expressing cells, FRET antagonist read-out. inhibition, % at 6.6 µM. 330,000 compounds, 1.8% hits. AID 485270; in the data active means inhibition mostly above about 38%, no sharp cut-off; inactive means mostly below about 40%;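 further: 0% = agonist challenge alone and 100% = reference antagonist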
The depositor's hits bear a star.

OX1R antag-1,OX1R antag-2,Structure
-7,6,Cc1ccc(N(CC(N)=O)C2SC(=O)N(Cc3ccccc3)C2=O)cc1 (centres undefined)
-12,12,CCOc1ccc(CCNC(=O)C2CCN(S(=O)(=O)CC)CC2)cc1OCC
-31,16,CCN(CCCNC(=O)CCCN1C(=O)COc2ccc(C)cc21)c1cccc(C)c1
-8,8,O=C1[C@H]2[C@H](C=CC[C@H]2C(=O)N2CCOCC2)CCN1Cc1ccccc1
-8,18,O=C(Nc1cc(Oc2ccccc2)cc([N+](=O)[O-])c1)C12CC3CC(C1)CC(n1cnc(Cl)n1)(C3)C2
-14,26,O=C(Cn1nnc(-c2ccccc2Cl)n1)N/N=C/c1ccc2c(c1)OCO2
-12,8,NS(=O)(=O)c1ccc(N=Cc2ccc(Br)s2)cc1
-15,7,CC1CCN(C(=O)CCCC(=O)O)CC1
-17,13,CCOc1ccc(-n2nnnc2SCC(=O)NNC(=O)c2ccco2)cc1
-5,-12,CC(=O)Nc1ccc(C(=O)NCC2CCCCC2)cc1
-21,16,Cc1cccc(NC2=CC(=O)OC(C)C2)c1 (centres undefined)
-4,2,Cc1c(Cl)cccc1NC(=S)Nc1ccccn1
-11,32,O=C1OC(/C(=C\Nc2cc(Cl)ccc2O)[N+](=O)[O-])c2ccccc21 (centres undefined)
-28,6,CCN(Cc1ccccc1)S(=O)(=O)c1ccc(C(=O)N(CCCN(C)C)c2nc3cc4c(cc3s2)OCCO4)cc1
-12,-2,Cc1ccsc1C(=O)OCc1cc(=O)n2ccsc2n1
0,34,O=C(CN1C(=O)COc2ccccc2C1=O)c1ccc2c(c1)OCCO2
7,-3,O=c1cnnc(NCc2ccccc2)[nH]1
-16,26,Cc1nc(C(=O)Nc2cc(F)cc(Cl)c2)sc1C1(C)CC(c2ccccc2)=NO1 (centres undefined)
-6,7,O=C(O)c1ccccc1N(Cc1ccccc1)C(=O)COc1ccccc1
-19,13,CSc1ccccc1NC(=O)CSCc1ccc(C)cc1
-12,15,CCOC(=O)Cn1c2ccccc2c2nc3ccccc3nc21
-19,9,Cc1ccc(C2=NN(CCC#N)C(=O)CO2)cc1
-11,5,CCOC(=O)CCC(=O)O[C@H]1[C@H](O[C@@H]2[C@@H](C)[C@H](O[C@H]3C[C@@](C)(OC)[C@@H](O)[C@H](C)O3)[C@@H](C)C(=O)O[C@H](CC)[C@@](C)(O)[C@H](O)[C@@H](C)C(=O)[C@H](C)C[C@@]2(C)O)O[C@H](C)C[C@@H]1N(C)C
1,14,COc1ccc(CCNC(=O)c2ccc(-c3ccc([N+](=O)[O-])cc3)o2)cc1OC
-9,1,Cc1cc(C)cc(NC(=O)CSc2nnc(-c3ccncc3)o2)c1
-8,20,O=C(CCNC(=O)c1ccc(Cl)cc1)Nc1ccc(Cl)cc1F
0,13,COc1ccccc1NC(=S)NCc1ccc(S(N)(=O)=O)cc1
-20,12,Cc1ccc(C)c(-n2nnnc2Sc2nnnn2-c2ccccc2)c1
-2,19,COc1ccc(C(CNC(=O)c2ccc(S(=O)(=O)Nc3ccc(F)cc3)cc2)N(C)C)cc1 (centres undefined)
5,11,Cc1ccc(C)c(S(=O)(=O)N/N=C/c2cccnc2)c1
25,21,O=[N+]([O-])c1cccnc1Oc1cccnc1
-27,26,COc1ccc(-c2nn(-c3ccccc3)cc2C(=O)NCC(c2cccs2)N2CCOCC2)cc1 (centres undefined)
-19,16,Cc1ccccc1C(=O)Nc1ccc2c(c1)nc(CCNC(=O)c1ccco1)n2C
-16,1,Cn1c(SCc2ccccc2Br)nc2ccccc2c1=O
-26,0,COc1cc(OC)cc(C(=O)NCCCN2CCN(CCCNC(=O)c3cc(OC)cc(OC)c3)CC2)c1
-5,10,CCCCCCC(C)OC(=O)c1ccccc1C(=O)O (centres undefined)
-7,-2,CCCN1CCC(NC(=S)Nc2ccc(C(=O)OCC)cc2)CC1
-13,22,CC(C)N(Cc1cc2ccccc2[nH]c1=O)C(=O)C1CCCCC1
-18,20,COc1cccc(-c2nn(C)c3sc(C(=O)N4CCN(c5ccccc5)CC4)cc23)c1
-10,-1,COc1ccc(-c2nsc(SCC(=O)NCc3ccc4c(c3)OCO4)n2)cc1

Whole records, looked up by structure:
CCCN1CCC(NC(=S)Nc2ccc(C(=O)OCC)cc2)CC1 is listed as OX1R antag-1: -7; OX1R antag-2: -2
COc1ccc(-c2nsc(SCC(=O)NCc3ccc4c(c3)OCO4)n2)cc1 is listed as OX1R antag-1: -10; OX1R antag-2: -1
CC(C)N(Cc1cc2ccccc2[nH]c1=O)C(=O)C1CCCCC1 is listed as OX1R antag-1: -13; OX1R antag-2: 22

Going on with the list.
OX1R antag-1,OX1R antag-2,Structure
-24,1,O=C(NCc1ccc2c(c1)OCO2)c1cc(-c2ccccc2)c(N2CCOCC2)s1
-12,11,COC(=O)c1ccc(C(=O)N2CCCC(CNC(=O)c3ccccc3Cl)C2)cc1 (centres undefined)
15,7,COc1ccc(CN2CC(=O)N3[C@H]4c5ccc(OC)cc5OC[C@@H]4[C@H](c4ccccc4)[C@]3(C)C2=O)cc1
10,12,S=c1[nH]nc(NCCCN2CCOCC2)s1
-12,-2,OCc1c(OCc2cccc(F)c2)ccc2ccccc12
-7,1,C/C(N)=C(/C#N)C(=O)CSc1nncn1-c1ccccc1
-26,23,COc1cccc2sc(NNC(=O)C3COc4ccccc4O3)nc12 (centres undefined)
-23,16,O=C(CCCC(=O)OCC(Cl)=C(Cl)Cl)Nc1cccc2ccccc12
-5,9,COc1cccc(/C=N/NC(=O)c2ccc(=O)[nH]n2)c1O
-18,13,C(#CCN1CCCC1)CC(c1ccccc1)c1ccccc1
-34,11,COc1ccc(CCNc2cc(N3CCN(C(=O)c4ccc(C)cc4)CC3)ccc2[N+](=O)[O-])cc1OC
-23,-1,CC(CC(=O)NCc1ccc(Cl)cc1)S(=O)(=O)c1ccc2c(c1)NC(=O)CO2 (centres undefined)
-14,28,CCOC(=O)Cc1c(C)nc2c(-c3ccccc3)cnn2c1C
-24,19,CC(C)CCOc1ccc(C(=O)NCC(c2cccs2)N2CCOCC2)cc1 (centres undefined)
0,5,N#Cc1c(-n2cccc2)cccc1-n1cccc1
-22,17,Nc1ncnc2nc(SCCOc3ccc(Cl)cc3)[nH]c12
-29,10,N=C1C(c2ccccc2)=C(O)CN1c1cccc(S(=O)(=O)N2CCCCC2)c1
-26,8,CCC(CC)C(=O)N1N=C(c2ccc(NS(C)(=O)=O)cc2)CC1c1ccc(C)cc1 (centres undefined)
1,21,CC(C)N1CCc2c(sc(NC(=O)c3ccc(S(=O)(=O)N4CCc5ccccc54)cc3)c2C(N)=O)C1
-22,0,Cc1ccc(NC(=O)CNc2ccccc2N2CCCC2=O)cc1S(=O)(=O)N1CCCCC1
9,20,COc1ccc(CCOC(=O)c2ccc(NC(=O)CC#N)cc2)cc1
-19,9,COc1ccc(N2CCN(CC(=O)Nc3ccc(SC(F)F)cc3)CC2)cc1
-1,25,COc1ccc(-c2cc(-c3nnc(COC(=O)c4ccncc4)o3)c3ccccc3n2)cc1OC
-10,14,Oc1c(Br)cc(Br)cc1CNc1ccc(F)cc1
-20,16,O=C(Nc1cnn(C23CC4CC(CC(C4)C2)C3)c1)c1cnn2cccnc12
-12,2,COc1cccc(CNC(=O)C2CCCN(C(=O)c3ccc(Cl)cc3)C2)c1 (centres undefined)
-19,18,Cn1c(SCC(=O)N2CCCc3ccccc32)nc2cccnc21
28,28,COc1cc(Cn2c(N)c(C#N)c3nc4ccccc4nc32)cc(OC)c1
23,5,CCCCCCc1ccc(-c2ncc(N)cn2)cc1
0,2,O=C(COc1ccc(F)cc1Br)NCc1nnc2ccccn12
-21,14,CCOc1ccccc1NC(=O)Nc1c(C)n(-c2ccccc2)c(=O)n1C
5,0,c1ccc2sc(NC3=NCN(C4CCCCC4)CN3)nc2c1
0,3,Cc1ccc(C2C(C#N)=C(N)Oc3cc(N)ccc32)cc1 (centres undefined)
-19,10,CCOC(=O)c1[nH]c(C)c(C(=O)N2CCN(C(=O)OCC)CC2)c1CC
-8,19,Cc1cccc(NC(=O)CSc2nnc(CNC(=O)c3ccc(S(=O)(=O)N(C)C)cc3)n2-c2ccc(F)cc2)c1
-4,5,COc1ccc(OCCCC(=O)Nc2ccc(OC)c(S(=O)(=O)N3CCOCC3)c2)cc1
-14,13,CCc1ccc(NC2CC(=O)N(c3ccc(OC)cc3OC)C2=O)cc1 (centres undefined)
-8,5,COCCOC(=O)CC1=NC(=O)CS1
-6,13,Cc1ccsc1C(=O)OCC(=O)NCc1ccccc1
-16,35,Cc1ccccc1-c1cc2nc(-c3ccc([N+](=O)[O-])cc3)cc(=O)n2[nH]1

An excerpt from above in order of length of the SMILES, largest number first:
OX1R antag-1,OX1R antag-2,Structure
-28,6,CCN(Cc1ccccc1)S(=O)(=O)c1ccc(C(=O)N(CCCN(C)C)c2nc3cc4c(cc3s2)OCCO4)cc1
1,21,CC(C)N1CCc2c(sc(NC(=O)c3ccc(S(=O)(=O)N4CCc5ccccc54)cc3)c2C(N)=O)C1
5,0,c1ccc2sc(NC3=NCN(C4CCCCC4)CN3)nc2c1

Reprinted at random: 3 entries already listed.
OX1R antag-1,OX1R antag-2,Structure
-14,13,CCc1ccc(NC2CC(=O)N(c3ccc(OC)cc3OC)C2=O)cc1 (centres undefined)
0,3,Cc1ccc(C2C(C#N)=C(N)Oc3cc(N)ccc32)cc1 (centres undefined)
-6,13,Cc1ccsc1C(=O)OCC(=O)NCc1ccccc1

Other entries:
OX1R antag-1,OX1R antag-2,Structure
-15,7,CCC(C)Nc1c([N+](=O)[O-])cc(C)cc1[N+](=O)[O-] (centres undefined)
8,4,Cc1onc(C(=O)N2CCOCC2)c1[N+](=O)[O-]
-17,7,O=C(N[C@@H](Cc1ccccc1)C(=O)NCCc1c[nH]c2ccccc12)c1ccco1
-35,13,O=C(CN(Cc1ccc(Cl)c(Cl)c1)S(=O)(=O)c1ccccc1)N/N=C\c1ccc2c(c1)OCO2
-14,20,COc1ccc(NC(=S)Nc2ccccc2C(F)(F)F)cc1
-31,49,Cc1cc(C)c(C)c(N=Nc2nc3ccccc3n2C)c1C
-15,18,CC(NC(=O)c1ccc(CS(=O)(=O)c2cccc(C(F)(F)F)c2)o1)c1ccc2c(c1)OCCO2 (centres undefined)
-28,13,CN(C)c1ccc(/C=N/NC(=O)c2cnc3ccccc3c2)cc1
-9,23,O=C(c1cccc(F)c1)N1CCN(Cc2c[nH]c3ccccc23)CC1
9,75*,O=C(Nc1cccc2cccnc12)c1ccc(Br)o1
11,13,COc1ccc(C(=O)O)cc1NC(=S)NC(=O)/C=C/c1ccc(C(C)C)cc1
0,10,CCOc1ccccc1NC(=S)Nc1ccc2cn[nH]c2c1
-22,22,CCn1c(=NC(=O)C2COc3ccccc3O2)sc2c(C)ccc(OC)c21 (centres undefined)
-13,11,Fc1ccccc1-c1n[nH]c(=S)n1/N=C/c1c[nH]c2ccccc12
-6,13,CCC(=O)Nc1nnc(SCc2cccc(F)c2)s1
0,30,COc1ccc(CN(C)S(=O)(=O)c2ccc3c(c2)OCCO3)cc1
-35,25,Cc1ccc(C(=O)NNc2cc(N3CCCC3)nc(N3CCCC3)n2)cc1
-26,32,CCc1nc(NCc2ccccc2)c(C#N)c2c1CCCC2
-18,13,c1ccc(-c2ccc(C3=Nn4c(nnc4-c4cccs4)SC3)cc2)cc1
-3,23,CCC(=O)N1N=C(c2ccc(C)o2)CC1c1ccc(N(C)C)cc1 (centres undefined)
-16,26,Cc1ccc(S(=O)(=O)N(C)CC(=O)Nc2cccc3c2CCCC3)cc1
-8,78*,O=C(N/N=C/c1cc([N+](=O)[O-])ccc1N1CCNCC1)c1ccc([N+](=O)[O-])cc1
-19,15,COC(=O)c1ccc(NC(=O)COC(=O)C2CC(=O)N(Cc3ccccc3)C2)cc1 (centres undefined)
2,30,COc1cc(/C=N/NC(=O)c2ccncc2)ccc1OC(C)=O
-28,17,CCS(=O)(=O)c1nc(S(=O)(=O)c2ccc(Cl)cc2)c(NCCN2CCOCC2)s1
-9,17,COc1ccc(-n2cnnc2SCC(=O)N(C)c2ccccc2)cc1
-1,20,CC1(C)OC(C(N)=O)C(C(N)=O)O1 (centres undefined)
-10,11,O=C(O)c1c2c(nc3ccc(S(=O)(=O)N4CCC(C(=O)NC5CCCCCC5)CC4)cc13)CCCC2
-2,5,c1ccc(Cn2nnc3c(NCCN4CCOCC4)ncnc32)cc1
-23,46*,COc1cc2c(cc1OC)CN(C(=O)c1ccc([N+](=O)[O-])o1)CC2
6,25,CCOC(=O)c1cc2sccc2n1CC(=O)c1ccc2c(c1)OCCO2
7,-5,Cc1ccc(CNC(=O)CSCC(=O)O)cc1
3,5,Cc1nc2c(cc1N)nc(C)n2Cc1ccccc1
-12,14,COc1ccc(C(=O)Nc2ccc(NC(=O)C3CC3)nc2)cc1
-21,43,COc1ccc(CC(=O)N(Cc2ccccc2)c2cccc(C)c2)cc1OC
6,43,CCN(CC(=O)Nc1ccccc1OC)C(=O)CCOc1ccc(C(C)(C)C)cc1
-15,9,Cc1ccccc1C(=O)N1CCC(C(=O)N2CCN(c3ncccn3)CC2)CC1
-2,14,O=C(O)Cn1cnc2scc(-c3cccs3)c2c1=O
-34,7,COc1cc(OC)cc(C(=O)N[C@H](C(=O)OCC(=O)Nc2ccc3c(c2)OCO3)C(C)C)c1
13,10,O=S(=O)(N(Cc1ccccc1)[C@@H](CO)Cc1ccccc1)N(Cc1ccccc1)[C@@H](CO)Cc1ccccc1
-21,25,Fc1ccc(-[n+]2nc(Nc3ccccc3)sc2-c2c3ccccc3cc3ccccc23)cc1
-21,31,O=C(NCc1cccnc1)c1ccc([N+](=O)[O-])cc1
-16,32,CCOc1ccc(-c2nnc(-c3ccccc3)o2)cc1
-29,28,COc1ccccc1CNC(=O)[C@@H]1CCCN1S(=O)(=O)c1ccc(Cl)cc1
-10,2,CC(C)c1ccc(CC(NC(=O)c2ccccc2)C(=O)NCC(=O)O)cc1 (centres undefined)
-16,4,Cc1ccccc1NCC(=O)c1ccc(Br)cc1
-6,14,O=c1c2ccccc2nnn1CSc1ccccc1

This is a random part of the collection (roughly 2% active in at least one column).
